Screening data as filed in PubChem BioAssay.
human PMI inhibition: inhibitors of human PMI, primary screen, biochemical, fluorescence intensity, coupled assay (AID 1209); Mannose-6-phosphate isomerase (Homo sapiens); purified PMI enzyme, coupled fluorescence intensity; higher % means a stronger effect; inhibition, % at 20 µM, or IC50 in µM where a hit was titrated; 190,000 compounds, 0.42% hits;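 further: plate controls were DMSO vehicle for no effect and wells lacking substrate for full effect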
NOD1 inhibition: NOD1 signaling inhibitors, primary screen, cell-based, luminescence, uHTS (AID 1578); inhibition, % at 4 µM; hits with a dose series show EC50 in µM; 290,000 compounds, 1% hits; NOD1-driven NF-kB luciferase reporter cells, luminescence; higher % means a stronger effect; in the data active means inhibition mostly above about 36%, no sharp cut-off; inactive means mostly below about 34%;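 further: HEK-293T reporter cells stimulated with the NOD1 agonist gamma-tri-DAP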
human PMI inhibitors: human PMI inhibitors, high substrate, primary screen, biochemical, fluorescence intensity, high mannose 6-phosphate (AID 1220) | Mannose-6-phosphate isomerase (Homo sapiens) | one-dose inhibition, % at 20 µM; IC50 in µM for titrated hits | 190,000 compounds, 0.66% hits | recombinant PMI enzyme, coupled fluorescence intensity; higher % means a stronger effect
LYP phosphatase: inhibitors of LYP phosphatase, biochemical, fluorescence intensity, uHTS (AID 1779). recombinant LYP phosphatase, fluorescence intensity; higher % means a stronger effect. inhibition, % at 11.5 µM, or IC50 in µM where a hit was titrated. 290,000 compounds, 0.054% hits;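 further: plate controls were vehicle with enzyme for no effect and no enzyme for full effect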
KOR beta-arrestin-1: KOR antagonists, beta-arrestin recruitment, cell-based, luminescence, uHTS (AID 1778). Kappa-type opioid receptor (Homo sapiens). KOR beta-arrestin recruitment, luminescence, antagonist mode; higher % means a stronger effect. inhibition, % at 10 µM, or IC50 in µM where a hit was titrated. 290,000 compounds, 0.091% hits; further: strong numbers were not always called active
NOD2 inhibition: NOD2 signaling inhibitors, cell-based, luminescence, uHTS, HEK293 (AID 1566); HEK293 NOD2/NF-kB luciferase reporter, luminescence; higher % means a stronger effect; one-dose inhibition, % at 4 µM; EC50 in µM for titrated hits; 290,000 compounds, 0.63% hits; further: many of its hits are not listed in these tables
KOR beta-arrestin-2: KOR agonists, beta-arrestin recruitment, primary screen, cell-based, luminescence, uHTS (AID 1777); KOR beta-arrestin recruitment, luminescence; higher % means a stronger effect; 280,000 compounds, 0.02% hits; activation, % at 10 µM; hits with a dose series show EC50 in µM; Kappa-type opioid receptor (Homo sapiens); in the data active means activation above about 50%, passing the limit was not always enough; further: a part of the inactive calls stands beside numbers as strong as those of hits
TNAP activation fold: human TNAP enzyme activators, primary screen, biochemical, luminescent, no phosphate acceptor, uHTS (AID 1001). Alkaline phosphatase, tissue-nonspecific isozyme (Homo sapiens). purified TNAP, luminescent activation assay, no phosphate acceptor; higher activation fold means a stronger effect. activation fold at 20 µM, or EC50 in µM where a hit was titrated. 200,000 compounds, 0.03% hits; in the data active means activation fold from about 3, or a potency from the dose series; inactive means the rest, 99 in 100 with activation fold below about 1.6; further: many of its hits are not listed in these tables
XIAP displacement: XIAP antagonists, biochemical, IAP family, fluorescence polarization (AID 1018); E3 ubiquitin-protein ligase XIAP (Homo sapiens); XIAP BIR domain, fluorescence polarization peptide displacement; higher % means a stronger effect; displacement, % at 20 µM; hits with a dose series show IC50 in µM; 200,000 compounds, 0.007% hits; in the data active means displacement above about 50%; further: a part of the inactive calls stands beside numbers as strong as those of hits
Starred values were filed as active, the others as inactive; · = not tested or not shown; [ ] = dose if it differs, or a comment. Unless noted, no stated cut-off is given here; in the data, active means inhibition above about 50%; inactive means the rest.

SMILES	human PMI inhibition	NOD1 inhibition	human PMI inhibitors	LYP phosphatase	KOR beta-arrestin-1	NOD2 inhibition	KOR beta-arrestin-2	TNAP activation fold	XIAP displacement
Cc1cccn2c(=O)c3cc(C(=O)N4CCN(C(=O)c5ccco5)CC4)n(C)c3nc12	16.3%	19.5%	9.0%	-10.9%	5.7%	17.3%	-2.3%	1.1	-4.9%
CCOC(=O)c1cnc(-n2nc(C)cc2C)nc1NCCc1ccccc1	-13.1%	-21.2%	-4.2%	9.1%	-24.1%	-46.1%	7.0%	1	1.3%
Cc1ccc(C2(C)CC(C)(C)N(C(=O)CSc3nnc(C)s3)c3ccccc32)cc1 (stereo not given)	29.7%	38.5%	12.5%	4.5%	-14.1%	-4.7%	2.3%	1.1	-1.5%
O=S(=O)(c1ccc2nc(SCc3ccc(Cl)cc3)[nH]c2c1)N1CCOCC1	-10.0%	-1.7%	-12.0%	-1.0%	0.9%	-7.2%	4.1%	1.3	-2.7%
COc1ccc(NC(=S)NCCc2ccc(F)cc2)c(OC)c1	-2.2%	0.5%	1.5%	-1.9%	3.2%	14.4%	7.1%	1.1	1.6%
COc1ccc2cc3cc(C(=O)N4CCN(c5ccccc5)CC4)oc3nc2c1	-6.1%	-12.8%	-2.2%	-3.5%	-49.0%	22.1%	4.6%	1.1	-4.7%
COc1cccc(CC(=O)Nc2nc(C)cs2)c1	-16.1%	-20.8%	-8.5%	-5.7%	13.1%	-61.1%	-0.9%	1.1	3.1%
COc1cccc(-c2nc(-c3ccccc3)nc(N3CCN(C)CC3)c2C#N)c1	2.4%	-23.3%	-0.7%	-8.7%	-21.5%	19.2%	-1.2%	1.1	-1.7%
COCCSc1nnc(NC(=O)CCS(=O)(=O)c2ccccc2)s1	·	15.1%	·	-11.5%	-19.8%	10.5%	0.1%	·	·
O=C(/C=C/c1ccco1)N(Cc1cccc(F)c1)C1CCS(=O)(=O)C1 (stereo not given)	·	-11.6%	·	-6.6%	-12.6%	-2.8%	0.8%	·	·
COc1ccccc1C(O)c1nccn1C (stereo not given)	·	-8.8%	·	-2.7%	-10.0%	2.8%	1.5%	·	·
COc1ccccc1-c1c(C)oc2c(CN3CCCC(C)C3)c(O)ccc2c1=O (stereo not given)	·	1.4%	·	-11.9%	16.7%	14.8%	4.0%	·	·
O=C(Cn1ccnc1)c1ccc(Cl)cc1	·	3.8%	·	-14.3%	2.7%	24.0%	-7.1%	·	·
CCS(=O)(=O)N1CCCC(C(=O)c2ccc(OC)cc2C)C1 (stereo not given)	1.7%	-30.8%	7.2%	-7.0%	15.0%	8.9%	·	1	-5.7%
COc1ccc2c(c1)-c1nc(/N=C/c3ccc(O)c(OC)c3)sc1CC2	·	-14.7%	·	-1.6%	-0.4%	5.3%	-3.1%	1	-5.4%
O=C(NCCCCNC(=O)c1c(F)c(F)c(F)c(F)c1F)c1c(F)c(F)c(F)c(F)c1F	1.1%	-34.5%	-6.7%	1.6%	5.7%	-20.2%	1.6%	1	-2.1%
O=C(CSc1cccc(C(F)(F)F)c1)Nc1cc(S(=O)(=O)N2CCCC2)ccc1Cl	5.9%	-8.2%	4.7%	4.7%	-28.2%	12.5%	5.0%	1.1	-1.1%
COc1ccc(-c2nn3c(COc4ccccc4)nnc3s2)cc1OC	10.9%	-29.0%	10.5%	4.2%	-59.1%	-3.7%	-9.7%	1.1	-3.0%
COC(C(=O)Nc1ccc(S(=O)(=O)Nc2c(C)cccc2C)cc1)c1ccccc1 (stereo not given)	0.9%	7.0%	3.7%	-8.6%	11.7%	-20.4%	-4.0%	1.1	-3.7%
COCCN(C(=S)Nc1c(C)cccc1C)C(C)c1cccs1 (stereo not given)	2.1%	-25.8%	1.0%	-4.5%	-3.8%	-7.7%	-3.5%	1.1	-2.8%
COc1ccc(Cl)cc1S(=O)(=O)Nc1ccncc1	-0.1%	-10.1%	-3.2%	-1.8%	5.5%	14.4%	-5.2%	1.2	-3.0%
CC1CCC2(CC1)NC(=O)N(CC(=O)NC(=O)NC1CCCC1)C2=O (stereo not given)	-6.7%	-0.2%	-2.3%	3.6%	3.2%	13.5%	12.2%	0.9	-5.9%
COc1ccccc1C(C(=O)NC1CCCC1)N(C(=O)c1csnn1)C1CC1 (stereo not given)	·	48.0%	·	-6.1%	-41.3%	-9.4%	9.1%	·	·
CC1(C)CC(=O)C=C(Nc2ccc(Cl)cc2)C1	·	-2.2%	·	-2.5%	22.1%	5.4%	-3.3%	·	·
O=C(CCc1nc(-c2ccccc2F)no1)Nc1cccnc1	·	-9.6%	·	-4.3%	-16.8%	6.0%	1.1%	·	·
Cc1ccc(NC(=O)N(CCCN2CCOCC2)Cc2cccnc2)cc1C	-1.1%	-8.4%	4.7%	-0.5%	15.8%	-1.1%	-2.3%	1.1	-0.3%
CC(=O)N1c2ccccc2NC(=O)C1(C)C	13.7%	-11.9%	13.5%	-2.0%	-4.4%	6.2%	-4.7%	1.1	-10.1%
NC(=NC(=O)c1ccc(OCC(F)(F)F)nc1)c1ccccc1	·	-6.6%	·	-2.4%	41.2%	-11.2%	5.9%	·	·
COc1ccc(CCNc2cc(-c3ccccc3)nc3ncnn23)cc1	-1.4%	16.6%	-4.0%	-6.9%	26.0%	10.0%	1.5%	1.1	-1.8%
CCc1ccc(OCCCC(=O)Nc2nnc(C3CCCO3)s2)cc1 (stereo not given)	-4.6%	-29.7%	-5.7%	6.1%	4.3%[20 µM]	13.7%	·	1.1	-8.3%
CCCCN(Cc1cccs1)S(=O)(=O)c1csc(C(N)=O)c1	·	-18.5%	·	-7.4%	-2.0%	6.5%	4.2%	·	·
COc1cc(NS(=O)(=O)c2ccc3[nH]c(=O)oc3c2)cc(OC)c1	-12.3%	-13.9%	-2.8%	-3.7%	1.0%	12.5%	-5.5%	1.1	0.9%
COC(=O)c1ccc(C(=O)OC)c(NC(=S)N2CCN(c3ccccc3F)CC2)c1	19.7%	-29.9%	16.7%	4.4%	-4.6%	18.2%	3.5%	1	-2.2%
COc1cc(COCC(O)CN2CCCCC2C)cc(OC)c1OC (stereo not given)	·	3.3%	·	-5.5%	8.3%	-2.0%	-5.6%	·	·
CCOC(=O)N=S(=O)(Oc1ccc([N+](=O)[O-])cc1)c1ccccc1 (stereo not given)	9.1%	-18.8%	18.8%	-1.7%	-8.6%	14.4%	-5.5%	1.1	-2.5%
O=C(Nc1ccc2ccccc2n1)c1ccccc1Cl	·	-32.7%	·	6.1%	-38.7%	-195.2%	6.5%	·	·
CC1CCCN(Cc2c(O)ccc3c2O/C(=C\c2ccco2)C3=O)C1 (stereo not given)	-24.2%	-21.3%	2.4%	7.9%	-7.7%	11.6%	-1.1%	0.9	-4.7%
Cc1nn(C2CCS(=O)(=O)C2)c(Cl)c1/C=C/C(=O)OCC(=O)Nc1ccc2c(c1)OCO2 (stereo not given)	-10.1%	7.7%	2.8%	-4.8%	1.7%	-6.4%	0.4%	1	-5.1%
CSc1nc(NCCCO)c2c3c(sc2n1)CN(C)CC3	·	-1.9%	·	-6.2%	22.1%	14.1%	4.0%	·	·
CCOc1ccc(-c2c(=O)n(OCc3ccccn3)c3ccccc3[n+]2[O-])cc1	4.6%	·	4.6%	-6.3%	4.7%	4.1%	-3.2%	1	-3.3%
CC(=O)c1ccc(Sc2ccccc2)c([N+](=O)[O-])c1	·	3.9%	·	-1.8%	36.2%	19.6%	0.1%	·	·
CCn1cc(CN2CCC(C(=O)Nc3cccc(-c4cccc(OC)c4)c3)CC2)cn1	·	-22.5%	·	-0.5%	3.9%	-9.4%	-3.3%	·	·
CCOc1ccc2[nH]c(=O)c(=O)[nH]c2c1	12.7%	6.1%	3.4%	-4.1%	30.0%	10.9%	-2.0%	1.3	-2.4%
COC(=O)c1cc(C)nc(Sc2ccccc2NC(C)=O)n1	·	-2.1%	·	-8.8%	-3.3%	-6.9%	7.3%	·	·
Nc1ccc(CCc2nc3ccccc3o2)cc1	5.5%	-55.7%	-0.4%	-2.0%	20.3%	-89.9%	-3.3%	1.1	-4.9%
CCN1CCN(S(=O)(=O)c2ccc(Cl)c(C(=O)NC(C)(C)C)c2)CC1	-2.9%	-12.6%	-4.0%	3.2%	-13.5%	7.5%	-2.3%	1.1	3.8%
O=C(O)CC1S/C(=N\N=C2CCCCCC2)N(c2ccccc2)C1=O (stereo not given)	·	-9.3%	·	-4.2%	-9.2%	2.7%	0.7%	·	·
N#CCCCSc1nnc(-c2ccccn2)o1	2.1%	-9.7%	5.3%	-4.0%	16.2%	-22.1%	-5.3%	1.1	-1.8%
O=C(c1ccc(Cn2cc(Br)cn2)cc1)N1CCN(c2ccccc2)CC1	4.5%	1.5%	0.2%	-7.2%	26.3%	-22.8%	-2.8%	1.1	0.7%
COc1cc(Cl)c(C)cc1NC(=O)CSc1sc2c(O)cc(=O)[nH]c2c1C#N	·	-16.6%	·	-0.2%	-8.7%	13.1%	-0.7%	·	·
CC(C)S(=O)(=O)c1nsc2nc(=O)c(/C=C3\C=Nc4ccccc43)c(N)n12	-3.8%	-40.1%	9.7%	0.7%	1.8%	-5.9%	-3.4%	1	-7.9%
Cc1cc(S(=O)(=O)NCc2ccccc2)ccc1OCC(=O)N1CCOCC1	-4.3%	-27.0%	-4.1%	0.6%	21.6%[20 µM]	-6.5%	-2.4%	1.1	-5.2%
CCCCOc1ccc(-c2ncc(Cl)cn2)cc1	3.6%	-36.5%	2.3%	-0.8%	13.0%	-13.7%	-6.6%	1.1	-4.1%
CSc1ccc(/C=C(/NC(=O)c2ccc(C)cc2)C(=O)Nc2cccc(F)c2)cc1	15.5%	-8.8%	6.4%	3.0%	19.6%	11.1%	0.2%	1.1	3.0%
COc1cc(C(C(=O)NC2CCCCC2)N(C(=O)Cc2c[nH]c3ccccc23)c2ccccc2C)cc(OC)c1OC (stereo not given)	22.2%	2.5%	25.8%	-2.5%	30.9%	17.0%	-0.1%	1	-6.9%
CCC(C)NC(=O)C1CCN(S(=O)(=O)c2cccc3cccnc23)CC1 (stereo not given)	4.7%	-10.6%	10.7%	-7.0%	3.8%	-9.3%	6.0%	1.1	-1.5%

Fetched one by one from above, 4 records:
SMILES	human PMI inhibition	NOD1 inhibition	human PMI inhibitors	LYP phosphatase	KOR beta-arrestin-1	NOD2 inhibition	KOR beta-arrestin-2	TNAP activation fold	XIAP displacement
CC(=O)c1ccc(Sc2ccccc2)c([N+](=O)[O-])c1	·	3.9%	·	-1.8%	36.2%	19.6%	0.1%	·	·
Cc1cc(S(=O)(=O)NCc2ccccc2)ccc1OCC(=O)N1CCOCC1	-4.3%	-27.0%	-4.1%	0.6%	21.6%[20 µM]	-6.5%	-2.4%	1.1	-5.2%
COc1cc(Cl)c(C)cc1NC(=O)CSc1sc2c(O)cc(=O)[nH]c2c1C#N	·	-16.6%	·	-0.2%	-8.7%	13.1%	-0.7%	·	·
CC(C)S(=O)(=O)c1nsc2nc(=O)c(/C=C3\C=Nc4ccccc43)c(N)n12	-3.8%	-40.1%	9.7%	0.7%	1.8%	-5.9%	-3.4%	1	-7.9%

A portion of the library. The share of hits here may be higher or lower than overall.
